# Source: PubChem BioAssay
# Cardiac RTF inh: cardiac RTF calcium desensitization. P19429+P45379. IANBD-labeled cardiac RTF, Ca2+ fluorescence. inhibition, % at 7.15 µM. 0.12% of 340,000 active. AID 493244;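 active = inhibition above the mean inhibition of all tested compounds plus 3 SD, cut at about 17% in these data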;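 also: assay run at fixed EC70 calcium of 1.6 mM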
# CAL-PDZ inh HTS: inhibitors of human CAL PDZ peptide binding; purified CAL PDZ, TMR-peptide fluorescence polarization, 1 h; inhibition, % at 24.9 µM; 0.92% of 300,000 active; AID 602252;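 active = mean inhibition of at least 30% with at least half of replicates also reaching 30%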;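 also: 0% = DMSO neutral control and 100% = excess unlabeled competitor peptide PRC23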
# Keap1-Nrf2 PPI: Keap1-Nrf2 (human) interaction inhibition. inhibition, % at 9.4 µM. Keap1 Kelch-Nrf2 peptide fluorescence polarization, 1536-well. 0.15% of 340,000 active. AID 504523; in the data active = inhibition above about 12%;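 also: human Keap1 Kelch domain with fluorescein labeled Nrf2 9mer peptide probe; 0% = neutral control wells and 100% = peptide positive control; higher means more block of Keap1 binding to Nrf2 peptide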
# Target sequence (Q14145 whole entry, looked up, the tested form may be a part): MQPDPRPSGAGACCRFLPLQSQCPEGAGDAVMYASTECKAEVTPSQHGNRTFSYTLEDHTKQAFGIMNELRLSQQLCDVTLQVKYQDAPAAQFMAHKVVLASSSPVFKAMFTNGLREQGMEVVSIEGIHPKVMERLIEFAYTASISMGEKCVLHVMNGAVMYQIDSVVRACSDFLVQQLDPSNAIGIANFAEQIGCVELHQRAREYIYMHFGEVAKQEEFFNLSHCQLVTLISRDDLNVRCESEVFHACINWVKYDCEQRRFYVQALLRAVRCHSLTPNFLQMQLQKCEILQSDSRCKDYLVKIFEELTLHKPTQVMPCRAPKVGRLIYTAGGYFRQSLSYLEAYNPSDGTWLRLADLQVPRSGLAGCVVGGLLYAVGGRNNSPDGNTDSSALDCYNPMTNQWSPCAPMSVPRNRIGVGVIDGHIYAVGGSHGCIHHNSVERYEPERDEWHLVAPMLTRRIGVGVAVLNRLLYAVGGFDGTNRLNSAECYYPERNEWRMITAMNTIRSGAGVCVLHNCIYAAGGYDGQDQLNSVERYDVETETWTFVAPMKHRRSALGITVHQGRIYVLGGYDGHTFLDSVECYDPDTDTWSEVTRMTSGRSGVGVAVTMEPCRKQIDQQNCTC
# HTR5A ag: HTR5A agonism, opioid heterodimer counter-screen; P47898; HTR5A agonist assay, luminescence, cell-based; activation, % at 9.3 µM; 0.61% of 340,000 active; AID 504692; in the data active = activation mostly above about 9.5%, no sharp cut-off; inactive = mostly below about 7.6%;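 also: 0% = cells with vehicle only and 100% = reference agonist; strong numbers were not always called active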
# Target sequence (P47898 whole entry, looked up): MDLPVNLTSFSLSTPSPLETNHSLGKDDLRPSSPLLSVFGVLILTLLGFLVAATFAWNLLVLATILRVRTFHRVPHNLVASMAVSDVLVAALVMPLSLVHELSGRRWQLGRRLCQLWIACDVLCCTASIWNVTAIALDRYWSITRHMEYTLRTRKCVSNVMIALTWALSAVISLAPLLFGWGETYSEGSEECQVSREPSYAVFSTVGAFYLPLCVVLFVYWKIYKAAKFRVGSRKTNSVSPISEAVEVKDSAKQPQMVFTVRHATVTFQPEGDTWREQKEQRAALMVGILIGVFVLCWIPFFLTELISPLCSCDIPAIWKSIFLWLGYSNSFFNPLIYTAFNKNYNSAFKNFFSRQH
# C-LANA FP: inhibitors of KSHV LANA C-terminal domain DNA binding; MBP-C-LANA/FAM-LBS DNA binding, fluorescence polarization; AID 504423; 0.078% of 340,000 active; inhibition, % at 9 µM;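 active = highest replicate inhibition at or above 60% at 9 µM, even if other replicates fall short; inactive = all replicates below 60% inhibition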;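 also: 0% = neutral control wells and 100% = 4 µM acridine orange control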
# OPRM1-OPRD1 inv: inverse agonist of human OPRM1-OPRD1 heterodimerization; P35372+P41143; cell-based MOR-DOR heterodimer luminescence, inverse agonism; inhibition, % at 9.3 µM; 0.21% of 340,000 active; AID 504357; in the data active = inhibition above about 22%, passing the limit was not always enough;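 also: 0% = cells with DMSO and 100% = wells without cells with DMSO; values of inactives mirror those of a sister screen read the other way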
# MOR-DOR ag: agonists of human mu-delta opioid receptor heterodimerization | activation, % at 9.3 µM | 0.3% of 340,000 active | cells, OPRM1-OPRD1 heterodimerization, luminescence; in the data active = activation above about 18%;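 also: 0% = vehicle-treated cells and 100% = reference agonist; values of inactives mirror those of a sister screen read the other way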
# HTR5A inv ctr: counter-screen for OPRM1-OPRD1 inverse agonists: human HTR5A inverse agonism | inhibition, % at 9.3 µM | AID 504634 | 0.083% of 340,000 active | HTR5A cell line, luminescence; in the data active = inhibition mostly above about 23%, no sharp cut-off; inactive = mostly below about 18%;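 also: 0% = cells with DMSO and 100% = no-cell wells with DMSO; some compounds called inactive have numbers as strong as hits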
# RTF Ca sens act: increases calcium sensitivity of human cardiac regulated thin filaments; IANBD-labeled TnC RTF fluorescence at EC20 calcium; 0% EC20 calcium, 100% full calcium; 0.24% of 340,000 active; P19429+P45379; activation, % at 7.2 µM;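 active = activation above the mean over all tested compounds plus 3 SD, cut at about 30% in these data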;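 also: rise in fluorescence read as greater calcium sensitivity of cardiac thin filaments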
# V-ATPase pH: yeast V-ATPase proton transport regulation by pHLuorin; S. cerevisiae, pHLuorin cytosolic pH fluorescence; response, % at 10 µM; 0.37% of 350,000 active; AID 504577; in the data active = response mostly above about 7.3%, no sharp cut-off; inactive = mostly below about 5.4%; also: actives read high; inactives centre near 0; some compounds called inactive have numbers as strong as hits; reference of the scale not given here
# Active calls of the source: *; . = not tested or not shown. Random draw from the library; about 2.8% have a hit in one of these screens.
SMILES,Cardiac RTF inh,CAL-PDZ inh HTS,Keap1-Nrf2 PPI,HTR5A ag,C-LANA FP,OPRM1-OPRD1 inv,MOR-DOR ag,HTR5A inv ctr,RTF Ca sens act,V-ATPase pH
Cc1cc(C)cc(N2CC(C(=O)O)CC2=O)c1 (stereo not drawn),2,-1,-6,8,0.2,-12,2.7,8,-1,-2
CC(C)(C)c1ccc(S(=O)(=O)N2CCN(CC(=O)NC(=O)NC3CCCCC3)CC2)cc1,-15,-1,-7,1,-0.5,-37,5.5,-2,-2,-1
O=C(c1cc([N+](=O)[O-])ccc1N1CCOCC1)N1CCCCC1,6,2,-2,1,2.4,12,-2.5,-2,2,-4
COC(=O)c1ccccc1S(=O)(=O)N(Cc1ccco1)Cc1cc2cc(OC)ccc2[nH]c1=O,-13,0,-6,-4,-1.3,-20,3.6,-12,-2,4
O=C(NCCCc1ccccc1)c1cccc(Br)c1,-1,.,-3,-2,0.1,16,-3.2,17,-10,-1
O=C(O)[C@H]1CCC(=O)N1Cc1ccco1,0,0,3,0,-0.1,17,-3.1,0,2,0
CCOc1ccc(Cl)cc1CN1CCOCC1,2,0,0,1,-1.4,10,-2.2,13,0,0
CCOc1ccc(CCNC(=O)COC(=O)c2cccc(S(=O)(=O)N3CCCC3)c2)cc1OCC,-4,0,0,-3,-1.4,5,-0.8,8,3,1
Cc1c(CCOC(=O)C23CC4CC(CC(C4)C2)C3)sc[n+]1CC#N,-9,-1,-1,-6,-2.0,-2,0.4,16,1,-4
COc1ccc(CN2CC(C(=O)NCCCN3CCOCC3)CC2=O)cc1 (stereo not drawn),1,0,-7,1,1.3,11,-2.0,7,3,-2
CCN1CCN(c2ccc(N3CCN(S(=O)(=O)c4cc([N+](=O)[O-])ccc4C)CC3)nn2)CC1,-17,-1,-9,3,0.0,6,-0.9,-9,-4,0
COc1ccccc1/C=N/OC(=O)c1ccc(C)cc1,-7,7,-2,1,-0.3,-11,2.5,28,-3,5
Cc1onc(-c2ccccc2)c1-c1csc(N/N=C/c2ccccc2)n1,-3,-3,0,8,-1.1,-7,1.3,-9,2,1
C=CCNC(=O)NC(=O)COC(=O)/C(C#N)=C/c1ccc(OC)cc1,-8,1,-1,-3,-0.4,2,-0.4,7,9,-1
O=C(COc1ccc(Cl)cc1Cl)N(c1ccccn1)C1CCCCC1,-10,-1,1,-1,1.4,-42,6.2,-20,11,5
COC(=O)c1ccccc1NC(=O)C1CCC(=O)N1S(=O)(=O)c1ccc(C)cc1 (stereo not drawn),0,4,-1,6,0.0,3,-0.5,1,-4,1
NC(=S)N/N=C/c1coc2ccc(O)cc2c1=O,-15,7,-2,0,-0.5,3,-0.6,5,1,3
O=C(NNC(=O)c1ccco1)c1cccc(Br)c1,5,1,0,1,-3.1,13,-2.4,-17,-2,1
O=C1NC(=S)S/C1=C\c1coc2ccccc2c1=O,-6,-6,-8,-4,-4.7,-5,0.7,18,-7,52*
CN(c1ccccc1)S(=O)(=O)c1cccc(NC(=O)CSc2nnc(N)s2)c1,-20,-5,-2,1,-0.6,11,-2.0,-3,5,-4
O=C(N/N=C/c1cc(Cl)cc([N+](=O)[O-])c1O)C1CC1,-1,0,0,-4,-1.4,24,-4.7,11,-2,-1
S=C(NCc1ccc2c(c1)OCO2)NCc1ccco1,-8,.,-4,-6,-1.3,-1,0.1,2,5,-1
O=C(c1cccs1)N1CCN(c2nc3c(F)cc(F)cc3s2)CC1,9,-9,-6,2,0.4,6,-1.1,-5,5,-3
CC(C)N(O)C(=O)NC(C)(C)C,0,0,-2,14,-0.2,12,-2.8,-35,-1,-2
CCn1c(=O)c2ccccc2n(Cc2cccc(C)c2)c1=O,-8,.,-4,4,-0.6,-1,0.2,-5,-3,8
O=C(NCc1ccco1)c1cccc(S(=O)(=O)N2CCCCC2)c1,-14,2,-6,-1,0.6,3,-0.8,4,-1,2
CC1CCc2nc(NC(=O)CSc3nc4ccccc4o3)sc2C1 (stereo not drawn),-8,-1,2,10,-0.7,-21,3.8,-25,-5,3
CCOC(=O)NN1C(=O)c2ccccc2NC1c1ccccc1F (stereo not drawn),-2,.,-4,2,0.6,6,-1.3,-7,4,-2
CCNc1nc(N)nc(Oc2ccc(OCCOc3ccccc3)nn2)n1,-11,.,-3,-1,-1.0,6,-1.2,2,-4,3
COCCn1c(SC(C)C(=O)NC2CCCCC2C)nc2ccccc2c1=O (stereo not drawn),-2,2,-5,-5,-0.4,9,-1.4,13,0,-1
CCC(C)(C)C1CCC2(CC1)NC(=O)N(CC(=O)N1CCN(S(=O)(=O)c3cc(C)ccc3C)CC1)C2=O (stereo not drawn),-8,-3,4,3,-0.1,-3,0.6,-12,-3,-4
CCCCC(=O)Nc1ncc2c(n1)CC(C)(C)CC2=O,-9,-1,-4,0,2.7,5,-1.1,0,0,3
S=C(NC1CCCCC1)NC1CC2CCC(C1)N2Cc1ccccc1 (stereo not drawn),-4,2,3,-1,0.7,-14,2.5,2,-6,-1
Cc1ccnc(-n2c(C)cc(/C=N/NC(=O)COc3cccc4cccnc34)c2C)c1,2,-3,2,-3,0.3,23,-4.5,7,-2,-4
CCc1ccc(-c2nc3ccc(Br)cc3c(C(=O)O)c2C)s1,4,-3,2,4,0.1,12,-2.4,-13,-6,1
COC(=O)C(CC(C)C)NC(=O)/C=C/c1ccc(Cl)cc1 (stereo not drawn),-4,-2,0,-7,-0.2,2,-0.5,16,5,3
CC[C@H](C)[C@H]1CNC(=S)N1CC1CCN(CCC23CC4CC(CC(C4)C2)C3)CC1,2,-2,-5,-4,1.0,-29,6.3,12,-10,-2
O=[N+]([O-])c1cccc(-c2nnc3cccc(Cl)n23)c1,-5,-5,2,-4,1.9,3,-0.7,15,-2,-4
O=C(CN1C(=O)CCSc2ccc(S(=O)(=O)N3CCOCC3)cc21)Nc1cccc(F)c1,-3,.,-3,1,-1.1,14,-2.7,36,2,1
O=C(O)CCN1C(=O)c2ccc(NC(=O)CSc3ccccc3)cc2C1=O,0,-3,-6,1,4.5,9,-1.6,12,1,-1

# Compounds above with fluorine (3):
SMILES,Cardiac RTF inh,CAL-PDZ inh HTS,Keap1-Nrf2 PPI,HTR5A ag,C-LANA FP,OPRM1-OPRD1 inv,MOR-DOR ag,HTR5A inv ctr,RTF Ca sens act,V-ATPase pH
O=C(c1cccs1)N1CCN(c2nc3c(F)cc(F)cc3s2)CC1,9,-9,-6,2,0.4,6,-1.1,-5,5,-3
CCOC(=O)NN1C(=O)c2ccccc2NC1c1ccccc1F (stereo not drawn),-2,.,-4,2,0.6,6,-1.3,-7,4,-2
O=C(CN1C(=O)CCSc2ccc(S(=O)(=O)N3CCOCC3)cc21)Nc1cccc(F)c1,-3,.,-3,1,-1.1,14,-2.7,36,2,1

# Going on with the list.
SMILES,Cardiac RTF inh,CAL-PDZ inh HTS,Keap1-Nrf2 PPI,HTR5A ag,C-LANA FP,OPRM1-OPRD1 inv,MOR-DOR ag,HTR5A inv ctr,RTF Ca sens act,V-ATPase pH
COC(=O)c1nn(-c2ccccc2)c(Cl)c1/C=N/O,1,3,-2,-7,2.5,-2,0.3,16,11,1
O=S(=O)(c1ccc2c(c1)OCCO2)N1C[C@@H]2C[C@H]1CN2S(=O)(=O)c1c(F)cccc1F,1,0,-3,6,2.9,9,-1.6,13,-5,2
C#CCN(C(=O)Nc1ccccc1)c1ccccc1,-10,-1,2,5,1.3,9,-2.0,29,-1,-1
O=C(NCCCN1CCOCC1)/C(=C/c1cccnc1)NC(=O)c1ccccc1,4,-8,-3,-1,1.6,2,-0.4,2,11,0
O=C(c1ccc(Cl)cc1)N1CCCC(C(=O)N2CCCCC2)C1 (stereo not drawn),3,4,-4,-2,5.4,5,-1.0,8,-4,-5
COc1ccc(NC(=O)c2n[nH]c(=O)c3ccccc23)cc1S(=O)(=O)N1CCCCC1,0,-9,1,3,0.9,-8,1.5,-10,-5,3
Cc1ccc(C)c(S(=O)(=O)N2CCN(C(=O)CSc3ccccc3F)CC2)c1,1,-2,5,-2,0.5,7,-1.3,-5,1,-2
O=C(Nc1cccc(O)c1)c1ccccc1[N+](=O)[O-],2,-5,-6,1,1.3,7,-1.4,8,5,-1
N#Cc1ccccc1S(=O)(=O)Nc1ccc2c(c1)OCCO2,-1,6,2,4,7.5,14,-2.8,-15,6,2
CC(=O)Nc1c(-c2ccc3ccccc3c2)nc2ccccn12,-2,-3,-3,1,-0.4,10,-2.2,-4,-3,2
O=C(c1ccc(Cl)c(S(=O)(=O)N2CCOCC2)c1)N(c1ccccn1)C1CCCCC1,-1,5,2,1,-0.8,9,-1.7,-2,-4,-2
O=C(OCC(=O)N1CCCc2ccccc21)c1ccc(Br)o1,-17,-4,-6,9,-2.2,2,-0.3,-25,-13,6
CCn1c(CSc2nnc(-c3ccc4c(c3)OCO4)o2)nc2cc(S(=O)(=O)N(C)C)ccc21,1,-5,-1,4,3.2,8,-1.3,-10,6,4
CCOc1ccc(NC(=O)Nc2ccccc2C(N)=O)cc1,-16,-1,-7,1,1.9,-3,0.5,-2,-5,-1
O=C(Cc1ccccc1)O/N=C1\CCCc2ccccc21,2,0,-2,2,0.8,8,-1.6,-5,-6,0
CCN(CC(=O)NCc1cccs1)C(=O)/C=C/c1ccc(Cl)c(Cl)c1,1,-1,-3,3,-0.5,8,-1.4,-7,-4,0
CC(C)(C)N/N=C/c1c(O)n(-c2ccc(Cl)cn2)c(=O)c2ccccc12,-26,-5,-1,1,0.8,17,-2.8,-3,4,4
COc1ccccc1NS(=O)(=O)c1ccc(O)c(C(N)=O)c1,7,-2,-2,-1,-0.3,12,-2.1,-10,7,1
Cc1ccc(NC(=O)CN2C(=O)c3ccccc3C2=O)c(C)c1,5,-4,-1,6,6.3,10,-2.0,-21,-3,-2
CCOC(=O)c1ccc(Nc2nc(C)cc(=O)[nH]2)cc1,1,12,5,6,-1.7,6,-1.0,3,4,-6
Cn1c(=O)c2c(nc(SCC(=O)Nc3ccccc3N3CCCCC3)n2C)n(C)c1=O,-10,-5,-2,-4,-0.5,5,-0.9,9,4,3
CN1CCN(CC(=O)c2ccccc2F)CC1,6,-1,-5,-1,0.3,11,-2.3,2,-4,0
Cc1cc(SCc2ccc(Br)cc2)nc(=O)[nH]1,-8,-20,-6,0,0.7,14,-2.9,2,-1,-1
CCOc1ccccc1OCCCC(=O)Nc1cccc(-n2cnnn2)c1C,-9,-5,-5,0,1.2,10,-2.7,1,3,0
Cc1[nH]c(=O)c(C#N)cc1-c1csc(-c2ccccc2)n1,-5,.,-10,1,3.9,18,-4.0,-3,-4,0
COc1ccc(S(=O)(=O)N=Nc2c(O)[nH]c3ccccc23)cc1,6,-6,-9,0,0.5,45*,-9.0,21,7,-4
COc1ccc(-c2cc(=O)oc3cc(OCC(=O)N[C@@H](Cc4c[nH]c5ccccc45)C(=O)O)ccc23)cc1,0,-8,4,-5,-1.4,12,-2.3,-11,6,0
COc1cc2c(cc1C1NC(=S)NC(C)=C1C(=O)N(C)C)CCCC2 (stereo not drawn),-8,0,-1,6,3.8,13,-2.1,-24,2,-3
Cc1nc2scc(-c3ccc(Cl)cc3)c2c(=O)o1,-3,-6,-4,0,-2.4,5,-1.1,14,-3,-2
Cc1nc(-c2ccc(NC(=O)C3CCCCC3)cc2)cs1,-1,-4,-3,17,1.5,6,-1.2,-40,5,-2
